Compound activity (PubChem)
KDM5B inhibitor: inhibitors of human KDM5B histone demethylase | KDM5B demethylase, FDH-coupled NADH fluorescence (FDH is formaldehyde dehydrogenase) | Q9UGL1 | AID 1347165 | Potency, µM (titrated, usually from 57.7 µM), for the others: top-dose activity change, negative = inhibition, usual class: inhibitors | hit rate 2.6% among 220,000; active = well fitted inhibition curve with a large enough effect; inconclusive = small, poorly fitted or top-dose-only effect; inactive = no such curve, though single readings can be large or run the other way; also: 0% is about no effect; nearly all actives have a fitted effect of over 70% in size
Target sequence (Q9UGL1 whole entry, looked up): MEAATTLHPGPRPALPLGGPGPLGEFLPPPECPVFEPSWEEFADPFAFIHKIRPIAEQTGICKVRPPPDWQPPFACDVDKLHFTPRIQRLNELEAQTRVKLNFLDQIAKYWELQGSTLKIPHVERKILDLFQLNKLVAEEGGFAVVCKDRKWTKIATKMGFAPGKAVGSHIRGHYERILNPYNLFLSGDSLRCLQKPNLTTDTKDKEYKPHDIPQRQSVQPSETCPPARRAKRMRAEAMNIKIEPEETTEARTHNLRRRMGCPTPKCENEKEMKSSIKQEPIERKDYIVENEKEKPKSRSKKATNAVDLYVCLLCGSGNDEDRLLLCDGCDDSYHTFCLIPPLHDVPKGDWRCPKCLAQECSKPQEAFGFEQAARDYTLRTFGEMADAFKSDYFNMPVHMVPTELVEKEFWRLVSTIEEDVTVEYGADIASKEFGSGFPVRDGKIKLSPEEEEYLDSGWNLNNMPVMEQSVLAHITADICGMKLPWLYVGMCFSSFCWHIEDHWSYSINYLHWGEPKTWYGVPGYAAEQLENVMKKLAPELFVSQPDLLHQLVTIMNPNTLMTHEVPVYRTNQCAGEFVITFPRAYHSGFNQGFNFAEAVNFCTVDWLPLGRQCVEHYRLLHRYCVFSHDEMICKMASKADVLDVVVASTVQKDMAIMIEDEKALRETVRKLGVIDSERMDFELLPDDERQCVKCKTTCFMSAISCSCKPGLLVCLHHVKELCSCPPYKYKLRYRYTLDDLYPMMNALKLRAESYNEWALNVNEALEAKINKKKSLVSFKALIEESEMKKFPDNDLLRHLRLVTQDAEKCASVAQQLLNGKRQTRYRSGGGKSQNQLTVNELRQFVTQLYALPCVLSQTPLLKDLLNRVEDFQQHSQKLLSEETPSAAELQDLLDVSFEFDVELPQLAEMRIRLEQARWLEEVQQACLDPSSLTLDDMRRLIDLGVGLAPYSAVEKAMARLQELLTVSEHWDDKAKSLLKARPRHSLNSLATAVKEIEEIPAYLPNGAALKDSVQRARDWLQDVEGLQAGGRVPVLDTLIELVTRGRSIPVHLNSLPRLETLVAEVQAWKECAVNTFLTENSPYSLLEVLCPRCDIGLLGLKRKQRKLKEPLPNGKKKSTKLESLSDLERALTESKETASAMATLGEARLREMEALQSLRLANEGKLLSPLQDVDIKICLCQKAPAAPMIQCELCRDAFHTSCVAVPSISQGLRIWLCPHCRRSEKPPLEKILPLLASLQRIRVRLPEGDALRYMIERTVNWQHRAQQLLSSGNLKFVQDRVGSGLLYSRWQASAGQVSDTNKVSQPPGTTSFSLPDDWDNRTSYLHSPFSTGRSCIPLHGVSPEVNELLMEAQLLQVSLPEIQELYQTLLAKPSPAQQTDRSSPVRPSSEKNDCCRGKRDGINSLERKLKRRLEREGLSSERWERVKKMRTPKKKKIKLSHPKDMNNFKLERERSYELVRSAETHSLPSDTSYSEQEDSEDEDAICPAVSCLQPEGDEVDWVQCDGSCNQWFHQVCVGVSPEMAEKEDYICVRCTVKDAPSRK
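Measured: NADH fluorescence change, 30 min, RT. System: KDM5BΔAP 200 nM final, H3K4me3 peptide, α-KG, Fe(II), ascorbate, NAD⁺ plus FDH, pH 7.5 HEPES. Compounds: titrated, 10 min pre-incubation with enzyme.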
* hit, by the source's call; ? = inconclusive; [ ] = another dose, or the depositor's remark. Potency is read from the fitted curve at half-maximal effect. An excerpt. The share of hits here may be higher or lower than overall.

A first look:
SMILES | KDM5B inhibitor
CC(NC(=O)C(C)(C)C)C1CC1 (stereo unspecified) | -4%
O=C1Nc2ccccc2CC12CCN(Cc1cccc3ccccc13)CC2 | -7%
O=C(CC1CCCCN(Cc2ccccc2)C1=O)NC1CC1 (stereo unspecified) | -8%
Cc1ccc(F)cc1S(=O)(=O)N(C)CC1CCOCC1 | -8%
COc1ccc(C(=O)Oc2ccc(C(c3c(C)[nH][nH]c3=O)c3c(C)[nH][nH]c3=O)cc2OC)cc1 | ?
CC(OC(=O)c1nn(C)c(=O)c2ccccc12)C(=O)N1CC(=O)Nc2ccccc21 (stereo unspecified) | 12%

The list itself, previewed entries included:
SMILES | KDM5B inhibitor
CC(NC(=O)C(C)(C)C)C1CC1 (stereo unspecified) | -4%
O=C1Nc2ccccc2CC12CCN(Cc1cccc3ccccc13)CC2 | -7%
O=C(CC1CCCCN(Cc2ccccc2)C1=O)NC1CC1 (stereo unspecified) | -8%
Cc1ccc(F)cc1S(=O)(=O)N(C)CC1CCOCC1 | -8%
COc1ccc(C(=O)Oc2ccc(C(c3c(C)[nH][nH]c3=O)c3c(C)[nH][nH]c3=O)cc2OC)cc1 | ?
CC(OC(=O)c1nn(C)c(=O)c2ccccc12)C(=O)N1CC(=O)Nc2ccccc21 (stereo unspecified) | 12%
O=S(=O)(c1ccccc1)c1nnn2c1nc(NC1CCCCCC1)c1sccc12 | 56%[activator]
COc1ccc(-c2nc(S(=O)(=O)c3ccc(F)cc3)c(N3CCOCC3)o2)cc1 | -18%
CCC(=O)N1CCC(Cc2nc(C3CCOCC3)no2)CC1 | -15%
CC(C)(CC(=O)O)CC(=O)N1CCN2C(=O)c3cc(-c4ccc(Cl)cc4)ccc3NC(=O)[C@@H]2C1 | -24%
O=C(CCc1c[nH]c2ccccc12)NCC(F)(F)F | 17%
Cc1ccc(-c2cccc(CN3C4CCC3CN(C(C)C)C4)c2)c(C)c1 | -15%[149 µM]
CCN(Cc1cnn(CC)c1)C(=O)C1COc2ccccc2C1 (stereo unspecified) | 5%
Cc1cc(S(=O)(=O)C(CNC(=O)c2ccc(F)c(F)c2)c2cccs2)ccc1F (stereo unspecified) | -11%
Cc1cc(C)c2c(CC(=O)Nc3ccc(C)c(C)c3)coc2c1 | -2%
O=[S+]([O-])(c1cccc(C(F)(F)F)c1)N1CCn2c(nnc2C2CCCNC2)C1 (stereo unspecified) | -19%
Cc1ccccc1CNCCSc1nnnn1-c1ccccc1 | -11%
N#Cc1nc(-c2ccccc2Cl)oc1N1CCOCC1 | -16%
CN(Cc1ccc2c(c1)OCO2)C(=O)CCc1ncc(-c2ccc(F)cc2)o1 | -5%
COc1cccc(N2C(=O)NC(=NC3CCCCC3)C23CCCN([S+](=O)([O-])c2cccs2)C3)c1 (stereo unspecified) | 21%[115 µM]
COC(=O)c1ccc(C(=O)NCC(C)C)cc1 | 13%
COc1ccc(C)cc1NC(=O)NCCn1nnc2cc(S(=O)(=O)N(C)C)ccc21 | -8%
Cc1cccc(NC(=S)NCCO)c1 | 6%
Cc1cccc(OCC(=O)N/N=C/c2sc(=O)n(Cc3cccc(C(=O)O)c3)c2Cl)c1 | -3%
Cn1c(=O)oc2cc(S(=O)(=O)Nc3cccc(C(=O)O)c3)ccc21 | 17%
CCCOCCNC(=O)c1c(C)noc1-c1ccc(OC(F)(F)F)cc1 | -2%
Cc1ccc(C)c(OCC(=O)c2ccc3c(c2)N(C(C)C(=O)N2CCCC2)C(=O)CO3)c1 (stereo unspecified) | -4%
Cc1cccc(N2CCN(S(=O)(=O)c3ccc(F)c(C(=O)Nc4ccc(C(C)C)cc4)c3)CC2)c1C | -11%
Cc1ccc(C)c(Nc2ncnc3sccc23)c1 | -22%
C=CCSc1nc2c(c(=O)[nH]c(=O)n2C)n1CCC | 2%
CNC(=O)N1CCC(C2CCN(C(=O)CCc3cccc(OC)c3)C2)CC1 (stereo unspecified) | 3%
O=C(Nc1ccccc1)C1CCCO1 (stereo unspecified) | -10%
CN(C)S(=O)(=O)c1ccc(C(=O)NCCSc2c(-c3ccc(Cl)cc3)[nH]c3ccccc23)cc1 | -13%
O=C(COc1ccc(-c2nnco2)cc1)NC1CCS(=O)(=O)C1 (stereo unspecified) | -4%
O=C(Cc1cccnc1)N1C[C@@H](COCC2CC2)[C@H](c2ccccn2)C1 | 21%
CCOC(=O)c1cccc(NC(=O)c2ccc(-n3cnc(NC(=O)C(C)C)c3)cc2)c1 | -9%
CC(C)c1ccc(NC(=O)CSc2ncnc3ccccc23)cc1 | 20%
CC1CCc2c(sc3ncnc(SCC(=O)N(C)C4CCS(=O)(=O)C4)c23)C1 (stereo unspecified) | -11%
O=C1CCN(C(=O)c2nccc3ccccc23)CCOCCN1 | -8%
O=C(O)C/C(=C/c1ccc(-c2ccccc2)cc1)c1nc2ccccc2s1 | ?
O=C(NCC(c1cccs1)S(=O)(=O)c1cccs1)c1ccccc1 (stereo unspecified) | -14%
O=C(c1ccco1)N1CCC2(CC1)CC(OCC1CC1)CCO2 (stereo unspecified) | -11%
COCC(=O)NC1CCC12CCN(C(=O)c1ccoc1)CC2 (stereo unspecified) | -2%
CCOC(=O)COc1cc(C)c(Cl)cc1C(=O)c1ccn2nc(-c3ccc(OC)cc3)cc2n1 | ?
CN(C)c1ccc(C(=O)N2CCC3(CC2)NC(=O)N(c2ccc(F)cc2)N3)cc1 | -26%
CC(=O)c1cc(C(=O)N2CCc3c(nc[nH]c3=O)C2)c(=O)[nH]c1C | -17%
C=CCNC(=O)CCc1c(C)nn(-c2ccccc2)c1Oc1ccccc1F | -15%
CS(=O)(=O)c1ccc(CN2C[C@@H]3OCC(=O)N(CC(N)=O)[C@@H]3C2)cc1 | ?
CC(C)(C)C(=O)Nc1cccc(NCC(=O)NC2(C#N)CCCC2)c1 | 2%
O=C(CCCn1c(=O)[nH]c2ccsc2c1=O)N1CCN(c2ccc(Cl)cc2)CC1 | 7%
COCCOc1ccc2c(n1)CCN(C(=O)NCCC(C)C)C2 | -27%
CC(C)(C)c1[nH]nc2c1[C@@H](c1ccccc1C(F)(F)F)C(C#N)=C(N)O2 | -13%
c1cncc(C2=NOC3(CCCN(Cc4cccc5ccccc45)C3)C2)c1 (stereo unspecified) | -5%[115 µM]
COc1cc(/C=C(/C#N)C(=O)OC(C)C)cc(Cl)c1O | ?
Cc1cc(C)c2c(n1)SCC(=O)N2CC(=O)Nc1ccccc1C | 2%
CN(Cc1cccc2cnccc12)C(=O)C(c1ccccc1F)N(C)C (stereo unspecified) | -6%
Oc1cc(-c2csc3ccccc23)cc2c1OCCNC2 | -1%
O=C(C1CCCN(C2CCN(c3nnnn3-c3ccccc3)CC2)C1)N1CCCC1 (stereo unspecified) | ?
COc1ccc(/C=C(/NC(=O)c2ccc(OC)c(OC)c2)C(=O)NCCCn2ccnc2)cc1 | 7%
CN(C)CCN(Cc1ccco1)C(=O)c1oc2ccccc2c1NC(=O)c1ccccc1 | -8%

Reformatted as a markdown table: 3 of the compounds above
| Molecule | KDM5B inhibitor |
| --- | --- |
| O=C(NCC(c1cccs1)S(=O)(=O)c1cccs1)c1ccccc1 (stereo unspecified) | -14% |
| O=C(c1ccco1)N1CCC2(CC1)CC(OCC1CC1)CCO2 (stereo unspecified) | -11% |
| COCC(=O)NC1CCC12CCN(C(=O)c1ccoc1)CC2 (stereo unspecified) | -2% |

Further records.
SMILES | KDM5B inhibitor
COc1ccccc1C(=O)N1CCN(c2oc(-c3ccccc3)nc2C#N)CC1 | ?
CCOc1ccccc1-c1noc(CSc2nnc(-c3ccccc3)n2-c2ccc(F)cc2)n1 | -5%
Cc1ccc(-c2nc(C)sc2CC(=O)NCC23CC4CC(CC(C4)C2)C3)cc1 | -22%
Cc1ccc(Cc2c(C)nc3nc(SCC(=O)NC4CCC(C)CC4)nn3c2C)cc1 (stereo unspecified) | -27%
Cc1nc2scc(CC(=O)NC3CC3)n2c(=O)c1-c1cc(C)n(-c2ccccc2F)n1 | ?
Cc1c(C(=O)N(Cc2ccccc2F)C2CCS(=O)(=O)C2)oc2ccc(F)cc12 (stereo unspecified) | -3%
c1cc(-c2nnc([C@H]3CCN(CC4CCCCC4)C3)o2)ccn1 | -16%[86.2 µM]
CCOCCCNC(=O)c1cnc2sc(N3CCCCCC3)nn2c1=O | ?
COc1cc(CNC(=O)c2ccc3c(c2)NC(C)(CNc2ccccc2)CO3)cc(OC)c1 (stereo unspecified) | ?
Cc1ccc(C)c(C(=O)COC(=O)c2cc(C)nc3ccccc23)c1 | 13%
Cc1nnc([C@@H]2CC(F)(F)CN2C(=O)Cc2c[nH]c3ccccc23)o1 | 6%
COc1cc(NC(=O)COc2ccc(-c3nnc4n3CCCC4)cc2)cc(OC)c1OC | 1%

Entries listed so far with a COOH group (4):
SMILES | KDM5B inhibitor
CC(C)(CC(=O)O)CC(=O)N1CCN2C(=O)c3cc(-c4ccc(Cl)cc4)ccc3NC(=O)[C@@H]2C1 | -24%
Cc1cccc(OCC(=O)N/N=C/c2sc(=O)n(Cc3cccc(C(=O)O)c3)c2Cl)c1 | -3%
Cn1c(=O)oc2cc(S(=O)(=O)Nc3cccc(C(=O)O)c3)ccc21 | 17%
O=C(O)C/C(=C/c1ccc(-c2ccccc2)cc1)c1nc2ccccc2s1 | ?

(further entries)
SMILES | KDM5B inhibitor
CC(C)C(=O)NCCNC(=O)C1CC=CCC1 (stereo unspecified) | -2%
CN1C(=O)C(c2ccccc2)CC12CCN(C(=O)C1CCC1)CC2 (stereo unspecified) | 20%
COc1ccc(-c2nc(N(C)Cc3ccco3)c3ccccc3n2)cc1 | ?
COc1cccc(-c2n[nH]c(=O)c3c2C(c2cccc(F)c2)n2nnnc2N3)c1 (stereo unspecified) | ?
C[S+](=O)([O-])N1Cc2ccccc2CC2(CCCCN2Cc2ccccn2)C1 (stereo unspecified) | ?
COc1ccc(N2C(=O)CSC23C(=O)N(C)c2ccccc23)cc1Cl (stereo unspecified) | ?
COc1ccc(-n2c(SCC(=O)NCc3ccc(Cl)cc3)nc3ccsc3c2=O)cc1 | -28%
CCc1ccc(-c2nn(CC(=O)NC3CCCC3)c3c2cnc2ccc(F)cc23)cc1 | -10%
CCCNC(=O)N(C1CCOCC1)C1CCN(C(=O)c2ccc3ncccc3c2)CC1 | 10%
COc1ccc(-c2nc3c(c(SC(C)C(=O)Nc4ccccc4OC)n2)COC(C)(C)C3)cc1 (stereo unspecified) | -9%
O=C(c1occc1-c1ccccc1)N1CCN(S(=O)(=O)c2c(F)cccc2F)CC1 | 5%
COc1cc(C2c3c(-c4ccccc4O)n[nH]c3C(=O)N2CCO)cc(OC)c1OC (stereo unspecified) | 1%
O=C(Nc1nccs1)[C@@H]1O[C@H](CCN2CCCCC2)CC[C@@H]1O | -19%[86.2 µM]
COc1ccc(OC)c(NC(=O)CCNC(=O)Cn2ccc3ccccc3c2=O)c1 | 10%
COc1ccc(NC(=O)COC(=O)c2ccc(C)s2)cc1OC | -14%
CC12CCC(=O)N1C(C(=O)N1CCN(c3ccc(C(F)(F)F)cc3[N+](=O)[O-])CC1)CS2 (stereo unspecified) | -2%
CC(CCc1ccccc1)NC(=O)C1(CC(=O)NC(C)(C)C)CCCC1 (stereo unspecified) | 21%
Cn1c(C(=O)c2ccncc2)cc2ccccc21 | 11%
c1cncc(Nc2cc3c(cn2)CN(CC2CCOCC2)CCN3)c1 | -13%[86.2 µM]
COc1cccc(N2C(=O)NC(=NC3CCCC3)C23CCCN(Cc2cccn2C)C3)c1 (stereo unspecified) | 20%[115 µM]
COc1ccc(C(=O)N[C@@H]2CCC[C@@H]2C(=O)NCc2cccc(OC)c2OC)cc1 | 12%
O=C(NCc1ccccc1)c1cc[n+]([O-])cc1 | 94%[activator]
CC1CCCN(C(=O)CSc2nnc(-c3cccs3)n2N)C1 (stereo unspecified) | 3%
Cn1ccnc1CN1C[C@@H]2C[C@H]1C(=O)N(Cc1cccnc1)c1ccccc1O2 | ?
Cc1cc2c(cc1S(=O)(=O)Nc1cccc(C(F)(F)F)c1)OCCN2C | -29%
Cc1cc(C)c(S(=O)(=O)NCCC(=O)Nc2nccs2)c(C)c1 | 14%
COc1ccc(Nc2ncc3c(n2)CCN(Cc2sccc2C)C3)c(OC)c1 | ?
O=C(Nc1ccc([C@H]2OCC(=O)N(CC3CCCCC3)[C@@H]2CO)cc1)c1ccccn1 | 1%[86.2 µM]
Cc1nc(-c2ccc(C)c(S(=O)(=O)N3CCC(C(=O)NCc4ccc(Cl)cc4)CC3)c2)no1 | 10%
O=C(CC1CCN(S(=O)(=O)c2ccc3c(c2)CCCC3)C1)NCc1ccccc1 (stereo unspecified) | -13%
O=C(CCNC(=O)C1CCCC1)NCCc1ccsc1 | 9%
O=C(NCCC1CCN(C(=O)Nc2ccc(F)cc2)CC1)c1ccco1 | -12%
Cc1ccc(NC(=O)CSc2ncnc3ccccc23)cc1C | 15%
Cc1cc(N2CCCC2)nc(Nc2ccc(NC(=O)Nc3ccc(Cl)cc3)cc2)n1 | -3%
CCN(Cc1ccccc1)C(=O)Cn1c(=O)n(-c2cccc(C)c2)c(=O)c2c1c1cc(C)ccc1n2C | ?
O=C(c1cccc(Cl)c1)N1CCC(n2cc(-c3nc(-c4ccccc4)no3)nn2)C1 (stereo unspecified) | ?

Part of the list above, with tabs:
Molecule	KDM5B inhibitor
O=C1CCN(C(=O)c2nccc3ccccc23)CCOCCN1	-8%
O=C(O)C/C(=C/c1ccc(-c2ccccc2)cc1)c1nc2ccccc2s1	?

The results go on.
SMILES | KDM5B inhibitor
Cc1ccc2nc(NC(=O)c3cc(=O)c4ccccc4o3)sc2c1 | 14%
COc1cc(NC(=O)NC(C)c2c(-n3cccc3)sc3c2CCN(C)C3)cc(OC)c1 (stereo unspecified) | -24%
Cc1ccoc1C(=O)NCc1ccc(COCC(F)(F)F)cc1 | 7%
Cc1cccc(N2CCN(C(=O)Nc3ccc(F)cc3)CC2C)c1 (stereo unspecified) | -23%
COCc1nn(CC(=O)NCc2ccc(C)o2)c(=O)n1-c1ccccc1 | -29%
